High-throughput results: PubChem BioAssay, several laboratories
m-calpain inh: inhibitors of pig calpain II, primary screen, biochemical, fluorogenic peptide substrate, 1536-well; actives 0.37% (n = 220,000); inhibition, % at 16 µM; AID 1236, 2008; purified calpain II, 30 min;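 active = inhibition above about 50%, limit read from the data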
Furin inhibitor: human furin inhibitors, primary screen, biochemical, fluorescence intensity; P09958; purified furin, fluorogenic substrate cleavage; inhibition, % at 30 µM; actives 0.061% (n = 220,000); AID 463115, 2010; in the data active = inhibition above about 25%; also: inactives centre near -15
FXIIa inh: human FXIIa protease inhibitors, primary screen, biochemical, 1536-well. actives 0.3% (n = 220,000). inhibition, % at 5 µM. AID 800, 2007. purified FXIIa, Boc-QGR-AMC fluorogenic substrate, 2 h; in the data active = inhibition above about 40%;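 also: 0% = enzyme with no compound and 100% = blank without enzyme; many of its hits are not listed in these tables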
Thrombin inh: human alpha-thrombin inhibitors, primary screen, counter-screen for coagulation protease inhibitor project, biochemical, 1536-well, fluorogenic AMC substrate. Prothrombin (Homo sapiens), P00734. Boc-VPR-AMC fluorogenic substrate cleavage. inhibition, % at 5 µM. actives 0.26% (n = 220,000). AID 1046, 2008;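 active = inhibition at or above 40%; inactive = inhibition below 40%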;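 also: 0% = enzyme with no compound and 100% = wells without enzyme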
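Material: Human alpha-thrombin protein | Buffer or medium: pH 7.5 Tris-saline with Tween 20 | Reagent: Boc-VPR-AMC substrate, 15 µM final | Schedule: Reaction at ambient temperature | Detection: AMC fluorescence at 355 nm excitation and 460 nm emission | Evaluation: Percent inhibition scaled between no-compound controls and no-enzyme blanks | Controls: no-compound enzyme wells and no-enzyme blanks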
hK5 inh: human KLK5 protease inhibitors, primary screen, biochemical, 1536-well; Kallikrein-5 (Homo sapiens), Q9Y337; recombinant hK5, fluorogenic AMC substrate cleavage; inhibition, % at 5 µM; actives 0.59% (n = 210,000); AID 873, 2007;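 active = inhibition of 40% or more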;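 also: 0% = enzyme controls without compound and 100% = no-enzyme blanks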
FXIa inh 1536: human FXIa protease inhibitors, primary screen, biochemical, 1536-well; purified FXIa, Boc-Glu-Ala-Arg-AMC fluorogenic substrate; AID 798, 2007; Coagulation factor XI (Homo sapiens), P03951; actives 0.14% (n = 220,000); inhibition, % at 5 µM;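 active = inhibition of at least 40%; inactive = inhibition below 40%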;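 also: fluorescence of freed AMC excited at 355 nm; 0% = enzyme without compound and 100% = no enzyme blank; many of its hits are not listed in these tables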
KCC2 mod: KCC2 cotransporter modulators, thallium flux, primary screen, cell-based, HEK293 KCC2, FluoZin-2 fluorescence, MLSMR. actives 2.2% (n = 190,000). KCC2 cells, thallium flux FluoZin-2 fluorescence. AID 1456, 2008. B-score of Tl+ flux slope (higher = more flux/activation; lower = inhibition) at 10 µM;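 active = thallium flux slope and its plate-corrected score both differing from the plate sample mean at a set confidence after two filtering rounds, in either direction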;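 also: slope of fluorescence scaled to starting intensity during 10 to 20 s after thallium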
Target sequence (Q9H2X9 whole entry, looked up): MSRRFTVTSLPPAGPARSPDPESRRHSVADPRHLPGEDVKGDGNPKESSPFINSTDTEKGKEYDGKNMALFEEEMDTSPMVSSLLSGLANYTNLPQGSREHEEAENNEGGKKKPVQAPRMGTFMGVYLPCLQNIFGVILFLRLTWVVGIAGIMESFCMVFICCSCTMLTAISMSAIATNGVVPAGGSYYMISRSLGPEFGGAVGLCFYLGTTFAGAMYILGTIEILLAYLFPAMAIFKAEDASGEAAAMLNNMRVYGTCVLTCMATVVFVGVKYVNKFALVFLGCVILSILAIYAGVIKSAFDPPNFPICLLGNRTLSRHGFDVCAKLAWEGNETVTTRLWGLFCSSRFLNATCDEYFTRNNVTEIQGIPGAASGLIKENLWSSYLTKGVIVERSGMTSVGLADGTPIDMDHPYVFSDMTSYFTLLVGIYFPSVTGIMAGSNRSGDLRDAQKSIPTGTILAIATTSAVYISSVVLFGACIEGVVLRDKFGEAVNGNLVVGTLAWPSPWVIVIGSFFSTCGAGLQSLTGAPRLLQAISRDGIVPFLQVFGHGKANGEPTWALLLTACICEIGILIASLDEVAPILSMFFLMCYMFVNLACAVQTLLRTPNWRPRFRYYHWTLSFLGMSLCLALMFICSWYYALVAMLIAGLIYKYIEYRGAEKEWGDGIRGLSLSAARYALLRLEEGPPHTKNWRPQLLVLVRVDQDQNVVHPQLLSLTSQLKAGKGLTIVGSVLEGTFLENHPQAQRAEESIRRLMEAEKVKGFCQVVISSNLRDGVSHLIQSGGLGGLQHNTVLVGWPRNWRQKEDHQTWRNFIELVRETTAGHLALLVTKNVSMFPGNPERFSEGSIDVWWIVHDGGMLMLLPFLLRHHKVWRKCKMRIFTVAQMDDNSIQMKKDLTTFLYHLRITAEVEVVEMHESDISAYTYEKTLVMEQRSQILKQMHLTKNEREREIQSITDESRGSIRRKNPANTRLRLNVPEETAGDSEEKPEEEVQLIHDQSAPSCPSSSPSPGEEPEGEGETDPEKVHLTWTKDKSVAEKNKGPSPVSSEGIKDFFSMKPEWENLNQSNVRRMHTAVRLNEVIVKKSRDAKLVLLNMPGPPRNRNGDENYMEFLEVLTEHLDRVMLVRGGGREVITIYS
Rad51 HR inh: human RAD51 strand exchange inhibitors, primary screen, biochemical, fluorescence; DNA repair protein RAD51 homolog 1 (Homo sapiens), Q06609; hRad51 DNA strand exchange, fluorescence dequenching; inhibition, % at 10 µM; actives 0.085% (n = 200,000); AID 1385, 2008;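 active = inhibition above 40% at the single screening dose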;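 also: 0% = DMSO control wells and 100% = blanks with heterologous ssDNA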
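Test system: preformed human Rad51 ssDNA filaments; also added: Donor/quencher-labelled 47-bp dsDNA substrate; doses: 10 µM final, single point; times: 37 °C 15-min filament assembly, 30-min compound preincubation, 15-min exchange; detection: FRET fluorescence dequenching, excitation 485 nm, emission 520 nm; read-out basis: Fluorescence-based percent inhibition, control- and blank-normalised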
PERK inhibitor: block of dimerizer-induced PERK translation repression, primary screen, PERK inhibitor project, CHO PERK-DD cells, SEAP luminescence, HTS. Eukaryotic translation initiation factor 2-alpha kinase 3 (Homo sapiens), Q9NZJ5. CHO PERK-DD fusion, SEAP luminescence translation reporter. inhibition, % at 5.6 µM. actives 0.17% (n = 220,000);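 active = inhibition above the mean inhibition of all tested compounds plus 3 SD, set separately per screening campaign, cut at about 2.9% in these data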;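 also: PERK kinase domain activated by AP20187 dimerizer at 100 nM; 0% = DMSO with dimerizer and 100% = rapamycin at 8.4 µM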
Numbers without * were called inactive; x = no result given; [ ] = remark or other dose.

SMILES	m-calpain inh	Furin inhibitor	FXIIa inh	Thrombin inh	hK5 inh	FXIa inh 1536	KCC2 mod	Rad51 HR inh	PERK inhibitor
NC(=O)CC(NC(=O)Cc1ccc(Br)cc1)c1ccc(NCCc2ccccc2F)c([N+](=O)[O-])c1 (stereo not drawn)	17	-18	6	-3	-2	-1	0.035	-3	x
Cc1cc(C(=O)OCC(=O)Nc2cc(C(F)(F)F)ccc2N2CCOCC2)c(C)o1	0	-7	11	3	-6	3	0.013	-12	-1.0
O=C(CSCc1ccc(Cl)cc1)N/N=C/c1ccco1	-23	-33	3	4	-19	-3	-0.47	14	1.8
CC(C)(C)C(=O)NCCCNc1ccc([N+](=O)[O-])cc1	27	-21	1	4	-20	8	0.4	14	0.8
O=C(Nc1cnn(Cc2c(Cl)cccc2Cl)c1)c1ccc([N+](=O)[O-])cc1	19	-14[20 µM]	5	-14	-15	0	0.24	0	-0.9
C=CCSC1=C(C#N)C(c2ccccc2C)CC(=O)N1 (stereo not drawn)	1	-32[20 µM]	-12	-10	-2	-7	-0.99	12	1.0
CSc1nc(C)c(C(=O)Nc2ccccc2)c(-c2ccco2)c1C#N	21	-25	6	0	1	1	-1.5	10	0.7
O=C(NC1=NCCS1)C1CC(=O)N(c2ccccc2)C1 (stereo not drawn)	-8	-29	10	-6	-4	-6	0.52	7	-0.5
Cc1nc2ccccc2n1CC(=O)NCc1ccccc1	-4	-27[20 µM]	19	0	8	5	-0.012	-1	-0.1
COc1ccc(NC(=O)/C(C#N)=C\c2cc(C)n(-c3ccc4c(c3)OCO4)c2C)cc1	-10	-1	3	3	-13	-5	-0.83	-4	-0.9
O=C(NCCOc1ccccc1)c1ccc2c(c1)OCO2	-5	-25	15	4	-3	4	-0.4	1	0.7
CCCCCNc1nc(NCCCO)c(C#N)c2c1CN(C)CC2	-108	-11[20 µM]	6	-8	3	-25	x	-1	-0.4
O=C(Cc1ccccc1)Nc1ccc(NC(=O)C2CC2)nc1	-1	-22	2	-3	14	-2	0.38	-2	0.1
CCN(CC)C(=O)CSc1nnc2sc3ccccc3n12	-12	-20	12	0	-6	10	0.53	3	-0.7
COc1cc(S(=O)(=O)Nc2cccc(C)c2)ccc1NC(=O)c1cccnc1	-7	-15	13	-7	-17	4	0.36	1	-0.4
Cc1cc(C)c2cc(CN(Cc3cccnc3)C(=O)c3ccc(F)cc3)c(Cl)nc2c1	15	-29[20 µM]	13	-1	-10	5	x	-7	0.5
Cc1cc(C)nc(N2CCCC(C(=O)NC(C)C)C2)n1 (stereo not drawn)	-17	-5	5	-1	-1	-4	x	6	-0.6
CCN(CC)S(=O)(=O)c1ccc(NC(=O)c2ccc(Cl)nc2)cc1	-17	-25	8	1	1	2	x	0	1.0
CC(=O)Nc1ccn(Cc2c(F)cccc2Cl)n1	-27	-22[20 µM]	-1	-3	8	-3	-0.038	-3	0.3
Cc1ccccc1NC(=O)Cc1nc(-c2ccc3ccccc3c2)cs1	-6	-17	14	-2	-5	6	-0.56	-8	0.3
Cn1cc(Br)c(C(=O)Nc2sc3c(c2C(N)=O)CCC3)n1	-42	-24[20 µM]	32	5	0	20	0.014	-2	-0.6
CCOn1c(-n2nc(C)cc2C)nc2ccccc2c1=O	-13	-6[20 µM]	18	1	-3	6	-0.36	2	0.2
O=C(NCc1c(F)cccc1F)c1cc(COc2c(F)cccc2F)on1	28	-12	11	-9	6	3	-2.3	11	0.3
COc1ccc(NC(=S)Nc2ccc(N(C)C(C)=O)cc2)cc1	0	-15	6	0	-4	-3	-1.3	27	0.3
Cc1ccc(NC(=O)NCc2ccc3[nH]c(C)cc3c2)cc1	30	-14	1	-14	-7	-4	-0.85	-15	0.4
CCN(CC)C(=O)CC1(c2ccccc2OC)CCOC(C(C)C)C1 (stereo not drawn)	10	-11[20 µM]	17	-2	0	6	0.69	1	-0.5
CCc1cc2c(=O)c(-c3cnn(-c4ccccc4)c3)c(C(F)(F)F)oc2c(CN(C)C)c1O	-7	-25	12	2	-16	9	-0.33	x	-0.4
COC(=O)[C@@H]1C(c2c(OC)cc(OC)cc2OC)=NO[C@H]1C(=O)OC	8	-25	7	-6	-7	5	-1.2	-18	0.3
Cc1onc(-c2ccccc2Cl)c1C(=O)NNC(=O)c1nn(C)cc1Cl	2	-23	13	2	x	3	-0.8	x	1.0
CCN(C(=O)CSc1nc2nc(C)cc(C)n2n1)C1CCS(=O)(=O)C1 (stereo not drawn)	-21	-21	10	-8	5	-1	-0.0083	6	0.9
CC(C)c1ccccc1NC(=O)COC(=O)c1c2c(nc3ccccc13)CCN(Cc1ccccc1)C2	7	-4	9	-2	-6	9	-1.2	3	-0.9
O=C(c1ccccc1Br)N1CCn2c1nc1ccccc12	-26	-18	4	-5	-5	-4	-0.099	18	0.5
COCCCNC(=O)CS(=O)Cc1nc(-c2cccc(OC)c2)oc1C (stereo not drawn)	-6	-13	16	2	6	4	-0.15	-6	0.9
O=C(NCc1cccnc1)C1CCN(S(=O)(=O)c2cccnc2)CC1	6	-10[20 µM]	13	5	0	2	-0.56	-3	0.9
Cc1ccc2[nH]c(=O)c(CN(Cc3ccc4c(c3)OCO4)Cc3nnnn3C3CCCC3)cc2c1	-85	-8	13	1	-9	4	-2.4	x	-0.1
CC(C)(C)c1csc(NNC(=O)c2ccc(Br)cc2)n1	15	-13	-8	-4	-35	-3	-0.024	21	1.3
COC(=O)C(N)Cc1ccc(OC)c([N+](=O)[O-])c1 (stereo not drawn)	-15	-13	-1	-10	9	-5	-0.45	6	0.7
O=C(NCCCn1ccnc1)/C(=C\c1cccnc1)NC(=O)c1ccco1	-9	-17	4	-2	-3	-5	0.49	x	0.7
CN1CCC(OC(=O)COc2ccc(C(C)(C)C)cc2)CC1	-18	-20	14	-6	-13	0	x	x	1.5
CCOc1ccc(NC(=S)NCCN2CCN(Cc3ccccc3)CC2)cc1	-9	-17	10	-10	4	2	-1.7	6	-0.3
O=C(NCCCCNC(=O)C1CCCC1)C1CCCC1	-6	-17[20 µM]	6	4	-23	-14	1.4	-5	0.8
CN(Cc1ccccc1)c1ccc(S(=O)(=O)N2CCC(C(=O)O)CC2)cc1[N+](=O)[O-]	14	-6	11	0	10	19	0.068	-10	-0.9
COc1ccc(Cc2noc(CN(C)CC3(N4CCOCC4)CCCCC3)n2)cc1OC	-1	-27	15	-1	x	4	-1.1	-10	1.2
Cc1cc(NC(=O)/C=C/C(=O)N(CC(=O)NC2CCCC2)c2ccc(F)cc2)no1	2	-9	-2	-8	x	-3	-0.61	x	-0.3
O=C(Cc1ccc(F)cc1)Nc1cccc(-c2cn3c(n2)SCC3)c1	16	-30	4	1	-11	0	-0.33	x	0.3
COc1cccc(CNc2nc3ccc(C)cc3n3cnnc23)c1	-63	-24	11	0	5	3	0.17	x	1.2
NC(=O)C1CCN(C(=O)/C=C/c2cccc(Br)c2)CC1	-4	-21	6	3	2	13	0.52	0	0.5
CCSc1nc2c(c(=O)[nH]1)C(c1cccnc1)C(C(=O)OC(C)C)=C(C)N2 (stereo not drawn)	-20	-4[20 µM]	14	3	-7	7	0.23	-13	-0.3
CC(C)c1ccc2c(c1)CCC1C(C)(CN)CCCC21C (stereo not drawn)	14	-8	6	2	-1	-1	0.025	-3	0.8
O=C1c2ccccc2C(Nc2cccnc2)N1Cc1ccccc1Cl (stereo not drawn)	-5	-2	9	0	2	0	-0.65	-7	-0.7
O=C(/C=C/c1ccc(F)cc1)NCCCN1CCN(CCCNC(=O)/C=C/c2ccc(F)cc2)CC1	-12	-16	8	-3	-22	-2	-0.47	-3	-0.6
c1ccc(-c2csc3ncnc(N4CCc5ccccc5C4)c23)cc1	7	-13	16	3	-6	7	-0.68	21	-0.7
O=C(Cn1[nH]c(=O)c2ccccc2c1=O)Nc1ccc2c(c1)CCC2	-8	-7	14	3	-9	-6	1.2	-10	0.1
O=C(CSc1nnc(-c2ccccc2)o1)c1nnc(-c2ccccc2)o1	-58	-15	10	1	-8	1	-2	-10	1.0
CCCc1c(C(=O)OCC)sc(N)c1C#N	-25	-10	-1	-3	-6	-5	0.22	-4	-0.1
COc1ccc(OC)c(NC(=O)CSc2nncc3ccc(OC)c(OC)c23)c1	7	-9	3	-13	-2	0	-1.6	9	-2.4

Individual results from the list:
c1ccc(-c2csc3ncnc(N4CCc5ccccc5C4)c23)cc1 in KCC2 mod → -0.68
O=C(CSc1nnc(-c2ccccc2)o1)c1nnc(-c2ccccc2)o1 in m-calpain inh → -58

Structural class: those above containing fluorine
SMILES	m-calpain inh	Furin inhibitor	FXIIa inh	Thrombin inh	hK5 inh	FXIa inh 1536	KCC2 mod	Rad51 HR inh	PERK inhibitor
NC(=O)CC(NC(=O)Cc1ccc(Br)cc1)c1ccc(NCCc2ccccc2F)c([N+](=O)[O-])c1 (stereo not drawn)	17	-18	6	-3	-2	-1	0.035	-3	x
Cc1cc(C(=O)OCC(=O)Nc2cc(C(F)(F)F)ccc2N2CCOCC2)c(C)o1	0	-7	11	3	-6	3	0.013	-12	-1.0
Cc1cc(C)c2cc(CN(Cc3cccnc3)C(=O)c3ccc(F)cc3)c(Cl)nc2c1	15	-29[20 µM]	13	-1	-10	5	x	-7	0.5
CC(=O)Nc1ccn(Cc2c(F)cccc2Cl)n1	-27	-22[20 µM]	-1	-3	8	-3	-0.038	-3	0.3
O=C(NCc1c(F)cccc1F)c1cc(COc2c(F)cccc2F)on1	28	-12	11	-9	6	3	-2.3	11	0.3
CCc1cc2c(=O)c(-c3cnn(-c4ccccc4)c3)c(C(F)(F)F)oc2c(CN(C)C)c1O	-7	-25	12	2	-16	9	-0.33	x	-0.4
Cc1cc(NC(=O)/C=C/C(=O)N(CC(=O)NC2CCCC2)c2ccc(F)cc2)no1	2	-9	-2	-8	x	-3	-0.61	x	-0.3
O=C(Cc1ccc(F)cc1)Nc1cccc(-c2cn3c(n2)SCC3)c1	16	-30	4	1	-11	0	-0.33	x	0.3
O=C(/C=C/c1ccc(F)cc1)NCCCN1CCN(CCCNC(=O)/C=C/c2ccc(F)cc2)CC1	-12	-16	8	-3	-22	-2	-0.47	-3	-0.6

Some of the compounds tested, so the mix of outcomes need not match the whole.
